LDHA inh: inhibitors of human lactate dehydrogenase A; AID 1347041; activity change, % (values are at about 110 or 230 µM); actives 0.15% (n = 480,000); purified LDHA, NADH/diaphorase-resazurin fluorescence; active compounds read low; P00338; in the data active = activity change below about -30%; inconclusive = mostly about -25% to -30%;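 note: plate controls were DMSO wells for no effect and wells without enzyme for full effect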
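Remaining NADH was detected by diaphorase (0.133 mg/mL) converting 37 µM resazurin to fluorescent resorufin, read at 0 and 20 minutes. The preceding 5-minute room-temperature reaction used 2 nM LDHA, 0.2 mM sodium pyruvate and 0.06 mM NADH at pH 7.4.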
ALOX12 inh: ALOX12 (human) lipoxygenase inhibition; actives 1.1% (n = 580,000); purified 12hLO, xylenol orange hydroperoxide absorbance; Potency, µM (series often up to 108 µM), without a hit: at the highest dose activity change, negative = inhibition, usual class: inhibitors; note: potency is the fitted concentration of half-maximal effect; % is set by controls: 0 for no effect and ±100 for the full control effect
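Hydroperoxide product was detected by ferrous iron/xylenol orange as the 573 to 405 nm absorbance ratio. Arachidonic acid at 40 uM (final) was turned over for 30 min at room temperature by 150 nM human 12hLO, pH 7.0 Hepes buffer, after 15 min compound preincubation.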
GRP78 ERSR act: induces the endoplasmic reticulum stress response in human glioma cells; Potency, µM, inactives show top-dose activation, most hits filed as activators; actives 0.02% (n = 420,000); AID 602332; U87-MG GRP78 promoter luciferase reporter, 16 h; note: potency is the fitted concentration of half-maximal effect; series mostly up to about 76 µM; % of control where 0% means no effect; nearly all actives have a fitted effect of over 35% in size
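Stably transfected U87-MG glioma cells carrying a GRP78-based luciferase sensor; 16 h compound incubation. Luminescence end-point read 10 min after Bright-Glo addition at room temperature.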
D2 ag: D2 dopamine receptor (human) agonism; actives 0.53% (n = 340,000); HEK293 T-REx D2 cells, calcium flux agonist mode; activation, % at 2 µM;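 active = activation over 3 SD above normal in the single-dose calcium agonist read, cut at about 30% in these data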; note: 0% is about no effect
Target sequence (P14416 whole entry, looked up): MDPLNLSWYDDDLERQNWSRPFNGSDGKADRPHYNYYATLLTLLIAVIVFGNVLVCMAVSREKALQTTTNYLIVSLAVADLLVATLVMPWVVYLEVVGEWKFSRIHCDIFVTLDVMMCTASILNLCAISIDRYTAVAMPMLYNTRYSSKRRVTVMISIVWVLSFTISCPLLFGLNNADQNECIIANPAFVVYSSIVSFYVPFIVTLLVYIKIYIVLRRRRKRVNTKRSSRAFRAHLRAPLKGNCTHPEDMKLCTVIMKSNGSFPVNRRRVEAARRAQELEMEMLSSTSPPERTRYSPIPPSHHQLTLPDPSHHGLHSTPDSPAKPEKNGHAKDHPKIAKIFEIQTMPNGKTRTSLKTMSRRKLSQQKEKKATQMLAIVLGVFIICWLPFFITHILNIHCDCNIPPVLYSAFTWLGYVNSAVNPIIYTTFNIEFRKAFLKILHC
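HEK293 Trex D2 cells, tetracycline-induced, o/n 30 C 5% CO2; no-wash Ca dye, RT 30–90 min; 10-cycle baseline, 23 nl cpd added, kinetic Ca read 180 s; agonist hits = positive Ca response.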
Vif-APOBEC3G blk: inhibitors of Vif-APOBEC3G interaction; actives 0.076% (n = 410,000); Potency, µM (series often up to 46.1 µM), for inactives: at the highest dose activity, negative = active, hits mostly inhibitors; Q9HC16; HeLa A3G-eYFP + Vif (tagged APOBEC3G with the HIV-1 protein that degrades it), YFP fluorescence, overnight;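 note: potency is the fitted concentration of half-maximal effect; % is set by controls: 0 for no effect and ±100 for the full control effect; nearly all actives have a fitted effect of over 60% in size; hits raise eYFP signal because A3G escapes Vif-driven loss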
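Read-out is eYFP fluorescence (Ex 488/Em 500-530) from Vif-expressing HeLa A3G-eYFP cells; more signal means A3G escaped Vif-mediated degradation. Cells plated overnight, compound pinned in, incubated overnight at 37 deg C.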
RGS4 inhibitor: inhibitors of human regulator of G protein signaling 4. Transcreener GDP fluorescence polarization, RGS4-accelerated GTP hydrolysis. Potency, µM (highest dose often 114 µM), for the others: at the top dose activity change, negative = inhibition, most hits filed as inhibitors. actives 0.039% (n = 390,000); note: potency is the fitted concentration of half-maximal effect; % is set by controls: 0 for no effect and ±100 for the full control effect; nearly all actives have a fitted effect of over 75% in size; some results filed as inactive show a strong effect at the top dose
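MLSMR compounds (23 nl, pin-transferred) preincubated 10 min at room temperature with a 500nM (2x) first reagent, then RGS4 at 900nM (2x) plus Transcreener GDP mix added; fluorescence polarization (620/688 nm) read before and after 90 min at 30 °C.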
D2 antag: D2 dopamine receptor (human) antagonism; inhibition, % at 10 µM; actives 2% (n = 340,000); HEK293 TREx D2 cells, calcium flux, dopamine EC80; in the data active = inhibition above about 30%; note: 0% is about no effect
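Antagonism is scored as inhibition of an EC80 dopamine-evoked calcium signal in a force-coupled, tetracycline-inducible HEK293 T-REx D2 line, with compound present 180 s before agonist.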
ERG Ets-DNA blk: inhibitors of human ERG Ets domain-DNA interaction | fluorescence polarization, His-ERG Ets domain / labelled DNA | P11308 | AID 624246 | actives 0.028% (n = 370,000) | Potency, µM (doses to about 76.9 µM), inactives show at the top dose FP activity, negative = inhibition, actives largely listed as inhibitors; active = well fitted inhibition curve with a large enough effect in the polarisation, with a control signal flat; inconclusive = small, poorly fitted or top-dose-only effect, or effect the other way, or a change in a side signal; inactive = no such curve, though single readings can be large or run the other way; the % refers to the polarisation;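 note: polarization taken with two DNA probes labelled with fluorescein and Texas red; potency is the fitted concentration of half-maximal effect; % of control where 0% means no effect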
Target sequence (P11308 whole entry, looked up, the tested form may be a part): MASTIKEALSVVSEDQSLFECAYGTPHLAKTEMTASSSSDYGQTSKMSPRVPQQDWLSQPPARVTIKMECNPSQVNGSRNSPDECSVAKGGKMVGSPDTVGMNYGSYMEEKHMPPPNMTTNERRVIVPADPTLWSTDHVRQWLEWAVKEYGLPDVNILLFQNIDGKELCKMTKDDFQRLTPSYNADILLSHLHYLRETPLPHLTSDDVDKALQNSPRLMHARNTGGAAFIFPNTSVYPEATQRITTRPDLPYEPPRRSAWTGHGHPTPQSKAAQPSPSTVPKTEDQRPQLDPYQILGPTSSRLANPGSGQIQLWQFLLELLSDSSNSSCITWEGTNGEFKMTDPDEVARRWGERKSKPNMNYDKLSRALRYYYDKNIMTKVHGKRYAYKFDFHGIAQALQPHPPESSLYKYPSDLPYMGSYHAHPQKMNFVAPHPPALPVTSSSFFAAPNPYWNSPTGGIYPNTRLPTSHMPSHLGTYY
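His-tagged ERG Ets domain (1 uM in the protein solution; 300mM KCl, 50mM Tris-HCl, 1mM EDTA, 1mM DTT, pH 7.5) received compound, then a probe mix of 5 nM fluorescein-DNA and 100nM Texas-615-DNA. Fluorescence polarization was read for both dyes.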
Vif-A3F inh: Vif-A3F binding inhibition; Potency, µM (top dose mostly 46.1 µM), without a hit: at the top dose activity, negative = active; AID 602313; HeLa A3F-eYFP + Vif (tagged APOBEC3F with the HIV-1 protein that degrades it), YFP fluorescence increase; actives 0.2% (n = 390,000); note: potency is the fitted concentration of half-maximal effect; % of control where 0% means no effect; nearly all actives have a fitted effect of over 65% in size
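HeLa cells stably expressing A3F-eYFP plus Vif, plated and incubated overnight at 37 deg C, then exposed to compounds overnight at 37 deg C. Blocked degradation read as raised yellow fluorescence (Ex 488/Em 500-530).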
* = called active by the depositor; ? = inconclusive; . = not tested or not shown; & = joins results of further samples; [ ] = dose if it differs, or a comment. Unless noted, calls come from the whole dose curve; as a rule, active = well fitted curve in the direction sought with a large enough effect; inconclusive = small, poorly fitted or top-dose-only effect, or another doubt; inactive = no such curve, though single readings can be large; an effect the other way counts as inactive or inconclusive. These rows are one share of the data (hit frequency here may not be typical).

SMILES | LDHA inh | ALOX12 inh | GRP78 ERSR act | D2 ag | Vif-APOBEC3G blk | RGS4 inhibitor | D2 antag | ERG Ets-DNA blk | Vif-A3F inh
CC(C)(C)c1cc(NC(=O)COC(=O)c2ccc(O)cc2O)n(-c2ccccc2)n1 | -1 | ? | -4% | -0.6 | 5% | -9% | -8 | -1% | -6%
O=C(NCCCN1CCN(c2ccc(F)cc2)CC1)Nc1ccccc1Cl | -3 | -19% | 1% | -0.4 | 6% | -3% | . | 12% | 3%
COc1ccc(C(=O)NC2CCCc3c2cnn3-c2ccc(C)c(C)c2)c(OC)c1OC (stereo not given) | -1 | 19% | -1% | -3.0 | 1% | 8% | -2 | -15% | 2%
Cc1sc(NC(=O)CSc2nnnn2C2CCCCC2)c(C#N)c1C | -7 | -28% | 1% | . | 1% | -6% | . | -4% | 5%
Cc1ccc(-n2ncc(C#N)c2/N=C/N2CCN(C)CC2)cc1 | -2 | 14% | -3% | 0.4 | 0% | -28% | 37* | -1% | .
CC(NC(=O)Nc1nnc(C(F)(F)F)s1)N1C(=O)C2C3C=CC(C3)C2C1=O (stereo not given) | -2 | 12% | -2% | 0.0 | 3% | 11% | 21 | -12% | 7%
CC(=O)CSc1nc(N(C)C)nc(N(C)C)n1 | 0 | -3% | -1% | 3.9 | 1% | -16% | -13 | 13% | -29%
CCOc1ccc(CC2CC(=O)NC2=O)cc1 (stereo not given) | -5 | 111%[activator] | 1% | -0.1 | -1% | -15%[11.4 µM] | -5 | 14% | -5%
O=C(NCCCNC(=O)c1c(F)cccc1F)c1c(F)cccc1F | 0 | 1% | -3% | -0.4 | -2% | -4% | -3 | -4% | 1%
O=C(NCc1cccnc1)c1cccc(NC(=O)c2ccco2)c1 | 2 | -24% | -1% | 0.9 | -5% | -21% | -7 | -5% | 1%
CCOCCCNC(=O)c1ccc2c(=O)n(CCCOCC)c(=S)[nH]c2c1 | -7 | -12% | 1% | 0.1 | 1% | -5% | -11 | -2% | 0%
O=C(CCl)Nc1cc(-c2ccccc2)nn1-c1ccccc1 | 3 | ? | -12% | 0.8 | ? | -13% | 4 | 4% | -2%
CCN(CC(=O)NCc1cccs1)C(=O)c1cccc(S(=O)(=O)N(C)C)c1 | -3 | 0% | -1% | . | 4% | -18% | . | 7% | 6%
COC(=O)COc1ccc(S(=O)(=O)NCCC2=CCCCC2)cc1 | -6 | -24% | 4% | 0.7 | 0% | -4% | 19 | . | -23%
COc1ccc(S(=O)(=O)Nc2cc(SCC(=O)O)c(O)c3ccccc23)cc1 | 22 | ? | -10% | 0.3 | -21% | ? | -16 | -1% | -16%
Cc1cccc(N(Cc2cc(=O)[nH]c3ccccc23)C(=O)C(C)C)c1 | -2&-2 | 7%&19% | -2% | -0.7 | -1% | -10%[11.4 µM] | 18 | 11% | 0%
Cc1cccc(C)c1Nc1nnc(SCc2nc3ccccc3c(=O)[nH]2)s1 | -5 | 5% | -1% | 0.7 | ? | 15% | -24 | -4% | ?
COC(=O)c1n[nH]n(-c2cc(Cl)cc(Cl)c2)c1=O | 0 | 218%[activator] | -3% | -2.3 | 1% | -22% | 9 | -24% | 15%
CC(C)NC(=O)N(C)C[C@H]1Oc2c(NC(=O)Cc3ccccc3)cccc2C(=O)N([C@H](C)CO)C[C@@H]1C | 1 | -6% | -6% | . | 3% | ? | . | 24% | 2%
CC1CCN(Cc2nc3c(c(=O)n(C)c(=O)n3C)n2CCc2ccccc2)CC1 | -5 | 0% | -2% | . | -6% | 11%[11.4 µM] | . | 4% | -10%
CS(=O)(=O)N(CC(=O)Nc1cccc([N+](=O)[O-])c1)c1ccccc1F | -4 | -1% | -3% | -0.8 | 0% | -6% | 44* | -10% | 4%
CC(C)N(CCNC(=O)c1ccc(OCC2CCCO2)cc1)C(C)C (stereo not given) | 1 | -7% | -2% | 1.9 | -2% | -4% | 19 | 1% | -9%
COc1ccc(-c2nc(C#N)c(NCc3ccccc3Cl)o2)cc1OC | 0 | -23% | -4% | 0.5 | 0% | -8% | 11 | . | 0%
Cc1ccc2[nH]c3c(=O)n(CC(=O)N4CCN(c5cccc(C(F)(F)F)c5)CC4)ncc3c2c1 | -6 | ? | 0% | 1.3 | 2% | -19% | . | 0% | -3%
Cc1ccc(-n2[nH]c(C)c(C=Nc3ccc(S(=O)(=O)Nc4nc(C)cc(C)n4)cc3)c2=O)c(C)c1 | -2 | -13% | -8% | 0.7 | 2% | 9% | -5 | 2% | 10%
Cc1ccc(S(=O)(=O)c2c(C)cc(C)nc2N2CCCCC2)cc1 | 3 | -5% | -4% | . | -6% | -18% | . | 4% | 12%
CCOc1ccc(Cl)cc1-c1cc(C(=O)Nc2ccc(OC)cc2OC)[nH]n1 | -7 | ? | 0% | . | -4% | . | . | . | .
Cc1ccc(NC(=S)N2CCN(S(C)(=O)=O)CC2)cc1 | -7 | -20% | 0% | -0.6 | 0% | -13% | 2 | -4% | -8%
Cc1ccccc1CNC(=O)c1ccccc1N(C)S(=O)(=O)c1ccccc1 | -4 | 0% | 0% | -0.5 | 0% | -3% | 3 | 0% | 0%
COc1ccc(C2C(C(=O)Nc3ccccc3)=C(C)Nc3c(C(=O)Nc4ccccc4)cnn32)cc1 (stereo not given) | 0 | -18% | -4% | 0.9 | -16% | 6% | . | 3% | 0%
CC(C)CN(C(=O)COC(=O)CCN1C(=O)c2ccccc2C1=O)C1CCS(=O)(=O)C1 (stereo not given) | 11 | 0% | -4% | 0.3 | -2% | -11% | -8 | 9% | 3%
Cc1cccc(NC(=S)N(Cc2ccco2)C(C)c2cccs2)c1 (stereo not given) | -2 | ? | -1% | -0.2 | 0% | -5% | -5 | 23% | ?
CCn1c(SCC(=O)Nc2oc(-c3ccccc3)c(-c3ccccc3)c2C#N)nnc1-c1ccco1 | -4 | 0% | -4% | -1.0 | -3% | -29% | 18 | -8% | 1%
O=C(O)C(c1ccccc1)N1C(=O)/C(=C/c2cccs2)SC1=S (stereo not given) | -4 | ? | -5% | 0.3 | 3% | -45% | -33 | -13% | -10%
COc1ccc(N2C(=O)CC(N(CCc3ccccc3)C(=O)c3ccccc3)C2=O)cc1 (stereo not given) | -5 | ? | -5% | -1.8 | 0% | -1% | 7 | 2% | 12%
O=C(CN1CCCCCC1)NCc1ccccc1 | -3 | 10% | 2% | 0.3 | 1% | -17% | 1 | 3% | -4%
Cc1ccc(CNC(=O)N2CCN(c3ccc(C)cc3)CC2)cc1 | 2 | 33%[activator] | -2% | -2.2 | -4% | -49% | 11 | 12% | 0%
O=C(Nc1ccccc1NC(=O)c1csnn1)c1csnn1 | -2 | 1% | -5% | -0.5 | -5% | -8% | -13 | -2% | -6%
O=c1cnn(-c2ccccc2)c(-c2ccccc2)c1 | -9 | 0% | 5% | -0.3 | 0% | -21% | 4 | -10% | -6%
C#CCOCCOCCOCCNc1nc(N2CCN(C(=O)[C@H]([C@@H](C)CC)n3cc([C@@H](N)CO)nn3)CC2)nc(N2CCN(C(=O)[C@H]([C@@H](C)CC)n3cc([C@@H](N)CC(C)C)nn3)CC2)n1 | 3 | . | 0% | 0.3 | 1% | -16% | -4 | 0% | 4%
Oc1ccc(C=NC2CCCCC2)c(O)c1 | 15 | -13% | -3% | 1.6 | 1% | -5% | -7 | 17% | 15%
O=C(CN1C(=O)NC2(CCCc3ccccc32)C1=O)NCCc1ccc(F)cc1 (stereo not given) | -6 | -12% | -2% | . | -2% | -18% | . | -6% | 3%
CCCn1c(N)c(C(=O)CSc2nc(C)cs2)c(=O)[nH]c1=O | -6 | 1% | 5% | -0.1 | -7% | 15% | 12 | 2% | 2%
O=C(Nc1ccccc1Cl)c1ccc2nc(N3CCOCC3)sc2c1 | -1 | -2% | -2% | 3.2 | 2% | -1% | -2 | -3% | 2%
CCCN(C(=O)COC(=O)CNC(=O)c1ccc2ccccc2c1)c1c(N)n(Cc2ccccc2)c(=O)[nH]c1=O | -7 | -18% | -3% | -0.5 | -2% | -7% | 0 | 5% | -5%
O=[N+]([O-])c1ccc(COP(=O)(O)OCc2ccc([N+](=O)[O-])cc2)cc1 | -3&-5 | ? | -1%&-1% | . | 1%&3% | 5% | . | 1% | 6%
COc1ccc(CNC(=O)c2ccc(S(=O)(=O)N3CC(C)CC(C)C3)cc2)cc1OC (stereo not given) | -7 | -7% | -3% | . | -3% | -44% | . | -11%[15.4 µM] | 2%
COc1ccc(C(C#N)=Cc2ccc(N(C)CCC#N)cc2)cc1 | -6 | -30% | 1% | . | -26% | . | . | . | ?
CS(=O)(=O)N1CCN(C(=O)c2ccc(-c3ccccc3)cc2)CC1 | -3 | -7% | 0% | -0.3 | 2% | -12% | 2 | -4% | -1%

Compound activity: PubChem, National Center for Advancing Translational Sciences (NCATS)
